Compound activity from PubChem BioAssay.
AI-2 QS mod: modulators of Vibrio harveyi AI-2 quorum sensing system | Vibrio harveyi JMH597 AI-2 luminescence/OD600 ratio, 9 h; hits give low values; strain lacks LuxN and CqsS sensors; 0 = neutral-control median | activity change, % at 7.5 µM | 300,000 tested, 0.4% active; in the data active means activity change below about -75%, passing the limit was not always enough;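 further: luminescence divided by OD600 gain over 9 h not by final OD600 alone; inactives centre near 13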
MrgX1 PAM: human MrgX1 positive allosteric modulation, primary screen | AID 588675 | MrgX1-HEK293, Fluo-4 calcium flux, FDSS; hits give high values | 310,000 tested, 0.63% active | B-score at 10 µM | Q96LB2;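 active means plate-corrected calcium response at least 3 library SD above typical, normal starting fluorescence, not activating the receptor alone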;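 further: compound read alongside a low EC10 to EC30 dose of BAM8-22 agonist; peak minus trough fluorescence over baseline measured at the second addition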
TRPC6 inh: mouse TRPC6 channel inhibition; AID 2553; HEK293-TRPC6, membrane potential dye, ACh-evoked depolarization; hits give low values; 310,000 tested, 1.1% active; B-score at 10 µM;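 active means B-score under library mean minus 3 SD, initial fluorescence not abnormally high, positive integrated signal ratio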;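 further: B-score derived from integrated fluorescence ratio over the kinetic read; more negative B-score means stronger inhibition of depolarization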
Target sequence (Q61143 whole entry, looked up): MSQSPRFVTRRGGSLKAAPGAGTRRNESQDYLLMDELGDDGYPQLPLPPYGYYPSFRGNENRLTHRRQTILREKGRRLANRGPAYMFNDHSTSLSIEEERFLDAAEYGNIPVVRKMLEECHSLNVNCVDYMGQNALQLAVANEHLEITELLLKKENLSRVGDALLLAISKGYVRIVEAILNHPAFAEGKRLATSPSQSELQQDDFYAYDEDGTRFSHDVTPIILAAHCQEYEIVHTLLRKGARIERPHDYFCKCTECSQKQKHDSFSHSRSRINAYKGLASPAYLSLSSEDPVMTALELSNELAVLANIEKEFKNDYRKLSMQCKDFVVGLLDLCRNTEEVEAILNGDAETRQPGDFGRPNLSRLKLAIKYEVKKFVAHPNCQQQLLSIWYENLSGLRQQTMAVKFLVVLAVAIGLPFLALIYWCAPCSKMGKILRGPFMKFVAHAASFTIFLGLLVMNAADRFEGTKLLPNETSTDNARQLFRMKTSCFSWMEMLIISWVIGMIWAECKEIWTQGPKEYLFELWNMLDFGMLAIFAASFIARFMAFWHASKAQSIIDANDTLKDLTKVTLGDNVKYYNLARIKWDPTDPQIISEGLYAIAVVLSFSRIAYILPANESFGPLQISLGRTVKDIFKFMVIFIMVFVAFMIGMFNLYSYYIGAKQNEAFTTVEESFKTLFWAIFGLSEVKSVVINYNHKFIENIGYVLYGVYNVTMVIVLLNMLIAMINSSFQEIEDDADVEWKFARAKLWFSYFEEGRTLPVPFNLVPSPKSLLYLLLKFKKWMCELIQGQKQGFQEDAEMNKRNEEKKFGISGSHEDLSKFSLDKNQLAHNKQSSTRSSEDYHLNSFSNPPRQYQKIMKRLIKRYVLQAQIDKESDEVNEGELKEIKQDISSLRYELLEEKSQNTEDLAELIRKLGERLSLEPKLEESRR
TRPC6 activator: activates the mouse TRPC6 cation channel | Q61143 | HEK293-TRPC6 membrane potential dye fluorescence; hits give high values | B-score at 10 µM | 310,000 tested, 0.13% active;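 active means B-score of the integrated fluorescence ratio above library mean plus 3 SD, and starting fluorescence ratio within library mean plus 5 SD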;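 further: higher score means more depolarization so channel activation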
TRPC4 block: blocks the mouse TRPC4 cation channel; B-score at 10 µM; 300,000 tested, 0.39% active; HEK293 TRPC4beta/mu-opioid, DAMGO-evoked Fluo4 calcium flux; hits give low values; AID 2247;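 active means B-score over 3 SD under the library average, no early fluorescence shift, positive overall ratio signal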
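Assay system: Stable TRPC4beta/mu-opioid receptor HEK293 cells | Reagent: DAMGO in two steps, submaximal then maximal | Compound dosing: Single concentration per test compound | Signal: Fluo4 Ca2+ flux fluorescence | Evaluation: Per-well B score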
HIF activator: HIF pathway transcriptional activation; 300,000 tested, 0.32% active; activation, % at 7.5 µM (by protocol); U2OS HRE-luciferase reporter, luminescence; normalized: DMSO 0%, desferrioxamine 100%;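 active means mean activation of at least 10% of the iron chelator positive control signal, with at least half of replicates also reaching 10%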
TRPC4 PAM: allosteric potentiators of mouse TRPC4 channel; Q9QUQ5; HEK293 TRPC4beta/mu-opioid, DAMGO EC20, Fluo-4 Ca2+ flux; hits give high values; B-score at 10 µM; 310,000 tested, 0.42% active;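 active means B-score of calcium response area above 5 SD of library B-scores, with initial fluorescence ratio within 5 SD of library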;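 further: B-score of integrated fluorescence ratio over time as area under calcium response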
PolyA inhibitor: yeast polyadenylation inhibition; S. cerevisiae SKY197-pL101 polyadenylation reporter, beta-gal luminescence; efflux-impaired pdr1/pdr3 knockout yeast; score 100 = 6 SD above DMSO; calls only at 12 µM; 300,000 tested, 0.02% active; AID 1875;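 active means lowest replicate activity score at least 50, where 100 means six control SD above control mean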;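 further: yeast exposed to compound for 9 h at 30 °C; higher score means more reporter readthrough which indicates perturbed polyadenylation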
MrgX1 antag: antagonists of human MrgX1 receptor | Q96LB2 | MRGX1-HEK293 calcium flux, Fluo-4, BAM8-22 antagonism; hits give low values | B-score at 10 µM | 310,000 tested, 1.3% active | AID 588676;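 active means calcium-response B-score plate-corrected more than 3 library SD below zero, starting fluorescence within 5 deviations, no agonist response on first addition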;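 further: peak minus trough fluorescence over baseline after final BAM8-22 challenge near maximal dose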
TRPC4 act: opens the mouse TRPC4 cation channel; B-score at 10 µM; HEK293 TRPC4beta/mu-opioid, Fluo4 calcium fluorescence; hits give high values; 310,000 tested, 0.49% active;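 active means B-score above 5 SD of library B-scores, and initial fluorescence ratio not above library mean plus 5 SD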;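 further: positive B-score marks a calcium rise read as TRPC4 activation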
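System – HEK293 cells stably co-expressing mouse TRPC4beta and mu-opioid receptor · Signal – Fluo4 calcium-sensitive dye fluorescence, kinetic, 1 Hz baseline · Benchmarks – buffer (low) and maximal DAMGO (high) · Read-out – B score of integrated fluorescence ratio per well · Incubation – dye loading 45 min room temperature, 110 s kinetic read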
MrgX1 agonist: human MrgX1 receptor agonism, primary screen. Q96LB2. MrgX1-HEK293 cells, Fluo-4 calcium fluorescence, agonist mode; hits give high values. B-score at 10 µM. 310,000 tested, 0.44% active. AID 588627;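 active means calcium response B-score plate-corrected fluorescence ratio at least 3 library SD, with starting fluorescence B-score inside 5 SD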
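Material – MrgX1-expressing HEK293 cells · Input – 15,000 cells seeded per well · Dosing – compound as first of three additions · Times – overnight seeding, then 1 h dark dye loading · Measured by – kinetic Fluo-4 NW fluorescence of intracellular calcium · Read-out – B-scored fluorescence response ratio · Benchmarks – positive and negative control wells on each plate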
The depositor's hits bear a star; i = inactive; . = not tested or not shown.

SMILES	AI-2 QS mod	MrgX1 PAM	TRPC6 inh	TRPC6 activator	TRPC4 block	HIF activator	TRPC4 PAM	PolyA inhibitor	MrgX1 antag	TRPC4 act	MrgX1 agonist
O=C(Nc1ccc([N+](=O)[O-])cc1)c1cccc(S(=O)(=O)Nc2ccccn2)c1	7	i	i	i	i	-0.1	i	i	i	i	i
CCOc1cccc(C(=O)NC2=NCCS2)c1	16	i	i	i	i	0.4	i	i	i	i	i
O=C(NN=C1CCCC1)c1cccc(Br)c1	8	i	i	i	i	4.3	i	i	i	i	i
COc1ccc(C2NC(=S)NC3=C2CCc2cc(OC)ccc23)cc1 (configuration not stated)	27	i	i	i	i	0.3	i	i	i	i	i
O=C(CCCCCn1c(=O)[nH]c2ccsc2c1=O)NCc1cccs1	5	i	i	i	i	1.0	i	i	i	i	i
Cc1[nH]c2ccccc2c1/C=C(\C#N)C(=O)NC(C)c1ccccc1 (configuration not stated)	11	i	i	i	i	-0.2	i	i	i	i	i
CC(=O)N1N=C(c2ccc(C)cc2)CC1c1ccc2c(c1)OCO2 (configuration not stated)	14	i	i	i	i	5.7	i	i	i	i	i
Cn1nnnc1SCC(=O)Nc1ccccn1	26	i	i	i	i	0.2	i	i	i	i	i
Cn1c(SCC(=O)c2ccc(-c3ccccc3)cc2)nnc1-c1ccco1	23	i	i	i	i	0.7	i	i	i	i	i
O=C(COc1cccc2ccccc12)Nc1cc(Cl)ccc1C(=O)O	17	i	i	i	i	-0.8	i	i	-7.6*	i	i
Cc1nc(NC(=O)c2ccccc2)sc1C1(C)CC(c2ccc(OC(F)(F)F)cc2)=NO1 (configuration not stated)	21	i	i	i	i	0.0	i	i	i	i	i
Cc1ccc(S(=O)(=O)NCCSc2nnnn2-c2cc(C)ccc2C)cc1	-9	i	i	i	i	-0.3	i	i	i	i	i
CN(Cc1ccc(C(F)(F)F)cc1)C(=O)c1ccc(Oc2ccccc2)cc1	3	i	i	i	i	2.7	i	i	i	i	i
CCOCCOC(=O)C1=C(C)N(C)C(=O)NC1c1ccccc1Cl (configuration not stated)	7	i	i	i	i	-0.2	i	i	i	i	i
COc1ccc(COC(=O)C2=C(C)NC(=O)NC2c2ccc(O)cc2)cc1 (configuration not stated)	-6	i	i	i	i	3.7	i	i	i	i	i
c1ccc2nc3c(nc2c1)[nH]c1ccccc13	-1	i	i	i	i	4.5	i	i	i	i	i
CCN(C(=O)CSc1nc2nc(C)cc(C)n2n1)c1cccc(C)c1	7	i	i	i	i	-0.1	i	i	i	i	i
CS(=O)(=O)Nc1ccc(N2CCCCC2)c(Cl)c1	9	i	i	i	i	.	i	i	i	i	i
Cc1ccc(OCCSc2nc3ccccc3n2CC(=O)O)cc1	37	i	i	i	i	-1.1	i	i	i	i	i
O=C(NC1CCCC1)c1noc2c1CCCCC2	17	i	-8*	i	i	4.7	i	i	i	i	i
CC(C)N(C(=O)Cn1cc(S(=O)(=O)CC(=O)Nc2ccccc2)c2ccccc21)C(C)C	-7	i	i	i	i	-0.4	i	i	i	i	i
N#Cc1c2n(c3c(N)ncnc13)CCCCC2	10	i	i	i	i	-0.8	i	i	i	i	i
CCCCCCCCCCOC(=O)Cn1c(COc2ccccc2OC)[n+](C)c2ccccc21	31	i	i	i	i	1.1	i	i	-11*	i	i
CSc1ccccc1OCc1cc(C(=O)N(C)C(C)c2ccccn2)no1 (configuration not stated)	0	i	i	i	i	0.5	i	i	i	i	i
COc1cccc(/C=N/Nc2nc3ccccc3n3cnnc23)c1O	34	i	i	i	i	1.9	i	i	i	i	i
Nn1c(Cc2ccccc2F)n[nH]c1=S	-4	i	i	i	i	0.2	i	i	i	i	i
Cn1c(=O)c2c(nc(CN3CCN(Cc4ccccc4)CC3)n2Cc2ccc(Cl)cc2)n(C)c1=O	26	i	i	i	i	-0.2	i	i	i	i	i
Cc1c(OCC(=O)N2CCC(C(N)=O)CC2)ccc2c1oc(=O)c1ccccc12	0	i	i	i	i	0.3	i	i	i	i	i
Cc1ccccc1C(=O)Nc1ccnn1C1CCN(Cc2c(C)n(C)c3ccccc23)CC1	30	.	i	i	i	-5.9	i	i	.	i	.
CCOc1cc2[nH]c(=S)n(CCCN3CCOCC3)c(=O)c2cc1OCC	22	i	i	i	i	-0.1	i	i	i	i	i
CS(=O)(=O)N(CC(O)CON=C1c2ccccc2-c2ccccc21)c1ccc(F)cc1 (configuration not stated)	20	i	i	i	i	.	i	i	i	i	i
CN1CC(=O)N2Cc3[nH]c4ccccc4c3C[C@H]2C1=O	-1	i	i	i	i	3.8	i	i	i	i	i
CCCCOC(=O)c1ccc(NC(=O)c2ccc(F)cc2F)cc1	10	i	i	i	i	-2.4	i	i	i	i	i
Cc1ccc(S(=O)(=O)Nc2ccc(-n3cnnn3)cc2)cc1	23	i	i	i	i	-0.4	i	i	i	i	i
Cc1nnc(SCC(=O)N2CCC(C(=O)Nc3nccs3)CC2)n1Cc1ccccc1	5	.	i	i	i	0.3	i	i	.	i	.
CCOC(=O)c1cnc2oc3ccccc3n2c1=O	-1	i	i	i	i	-32	i	i	i	i	i
CCC(=O)Nc1ccc(CCC(=O)N2CCCC2)cc1	-14	i	i	i	i	0.7	i	i	i	i	i
CC(=O)Nc1nc2c(s1)C(=O)NCCC2	11	i	i	i	i	-1.1	i	i	i	i	i
Cc1ccc(SCCNC(=O)CN(c2ccc3c(c2)OCO3)S(C)(=O)=O)cc1	26	i	i	i	i	-0.6	i	i	i	i	i
CC1(C)CC(=O)C(N=Nc2c(Cl)cc(Cl)cc2Cl)=C(O)C1	19	i	i	i	i	-0.6	i	i	i	i	i
CN(C)CCC(=O)c1ccc(Cl)cc1	31	i	i	i	i	0.9	i	i	i	i	i
CCOC(=O)c1cc(CC)sc1NC(=O)CN1C(=O)C(=O)N(CC(C)C)C1=O	12	i	i	i	i	0.2	i	i	i	i	i
CN(CC(=O)Nc1ccccc1C(F)(F)F)C(=O)COc1ncnc2ccccc12	24	i	i	i	i	-1.1	i	i	i	i	i
COc1cc(C(=S)N2CCN(C(c3ccccc3)c3ccccc3)CC2)cc(OC)c1O	13	i	i	i	i	0.1	i	i	i	i	i
Nc1ccc2nc(SCc3ccc([N+](=O)[O-])cc3)sc2c1	-14	i	i	i	i	2.4	i	i	i	i	i
NS(=O)(=O)c1ccc(N/C=C\C(=O)c2ccncc2)cc1	10	i	i	i	i	0.1	i	i	i	i	i
Cn1c(=O)c(=O)n(C)c2cc(S(=O)(=O)CCC(=O)Nc3ccc(C(F)(F)F)cc3)ccc21	34	i	i	i	i	-0.2	i	i	i	i	i
CCN1CCN(CCC(=O)Nc2ccc3c(c2)OCO3)CC1	5	i	i	i	i	0.2	i	i	i	i	i
COC(=O)CCC(=O)OC1(C)C(=O)C=C2C=C(C3CC3)N(c3cccc(C#N)c3)C=C2C1=O (configuration not stated)	39	i	i	i	i	-0.7	i	i	i	i	i
O=C(Oc1cccc2cccnc12)c1cccs1	34	i	i	i	i	0.7	i	i	i	i	i
Cc1ccccc1CSc1ncc(C#N)c(N)n1	17	i	i	i	i	0.3	i	i	i	i	i
O=C1OCC(CO)(CO)N=C1NNc1ccccc1Cl	7	i	i	i	i	0.1	i	i	i	i	i
Cc1ccc(S(=O)(=O)/N=c2\sccn2C)cc1	14	i	i	i	i	-0.3	i	i	i	i	i
C=CCn1c(SCC(=O)Nc2ccccc2OC)nc2c([nH]c3ccccc32)c1=O	3	i	i	i	i	-0.4	i	i	i	i	i
O=C(NC(=S)NCCCN1CCOCC1)c1ccco1	45	i	i	i	i	-0.2	i	i	i	i	i
C/C=C/C=C\C(=O)Nc1cccc(C2=NOC3(C2)C[C@H](C(N)=O)N(C(=O)CC#N)C3)c1 (some centres not stated)	16	i	i	i	i	1.6	i	i	i	i	i
c1ccc2c(c1)CC/C2=N/Nc1nc2ccccc2[nH]1	8	i	i	i	i	5.3	i	i	i	i	i
COC(=O)CNC(=O)COc1ccccc1	15	i	i	i	i	-0.2	i	i	i	i	i
CC(C)(CO)NS(=O)(=O)c1ccc2c(c1)C(=NO)c1cc(S(=O)(=O)NC(C)(C)CO)ccc1-2	25	i	i	i	i	1.7	i	i	i	i	i
COc1cc(NC(=O)C2CCCN(S(=O)(=O)c3ccc4[nH]c(=O)ccc4c3)C2)cc(OC)c1 (configuration not stated)	8	i	i	i	i	-0.3	i	i	i	i	i

Three records drawn at random from those above:
SMILES	AI-2 QS mod	MrgX1 PAM	TRPC6 inh	TRPC6 activator	TRPC4 block	HIF activator	TRPC4 PAM	PolyA inhibitor	MrgX1 antag	TRPC4 act	MrgX1 agonist
COc1cc(C(=S)N2CCN(C(c3ccccc3)c3ccccc3)CC2)cc(OC)c1O	13	i	i	i	i	0.1	i	i	i	i	i
CCC(=O)Nc1ccc(CCC(=O)N2CCCC2)cc1	-14	i	i	i	i	0.7	i	i	i	i	i
C/C=C/C=C\C(=O)Nc1cccc(C2=NOC3(C2)C[C@H](C(N)=O)N(C(=O)CC#N)C3)c1 (some centres not stated)	16	i	i	i	i	1.6	i	i	i	i	i

More compounds follow.
SMILES	AI-2 QS mod	MrgX1 PAM	TRPC6 inh	TRPC6 activator	TRPC4 block	HIF activator	TRPC4 PAM	PolyA inhibitor	MrgX1 antag	TRPC4 act	MrgX1 agonist
O=C(CSc1ccccn1)NC1CCCC1	11	i	i	i	i	-0.3	i	i	i	i	i
CC(C)CCn1c(=O)[nH]c2ccccc21	-5	i	i	i	i	-0.4	i	i	i	i	i
Cn1cc([N+](=O)[O-])c(C(=O)NC2CCCCCCC2)n1	29	i	i	i	i	-0.2	i	i	i	i	i
CC(=O)Nc1ccc(S(=O)(=O)Nc2ccn(Cc3ccccc3Cl)n2)cc1	12	.	i	i	i	-0.2	i	i	.	i	.
Cc1cc(C)c2[nH]c(=O)c(CN(CC3CCCO3)C(=O)C3CCCO3)cc2c1 (configuration not stated)	25	i	i	i	i	-0.1	i	i	i	i	i
CCCCn1nnnc1SCC(=O)NCc1ccccc1	20	i	i	i	i	-0.3	i	i	i	i	i

The list is partial; rates above refer to the full screens.
